From PubChem
ABHD5 PLIN5 PPI – inhibitors of human ABHD5-perilipin-5 interaction. AID 602281. 0.78% of 360,000 active. Split G. princeps luciferase complementation, luminescence, 4 h. inhibition, % at 4 µM. Q00G26+Q8WTS1;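 active = inhibition above the mean inhibition across every tested compound plus 3 SD, cut at about 22% in these data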;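 note: 0% = DMSO only wells and the 100% control is not disclosed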
NOD2-RIPK2 inh – inhibitors of human NOD2-RIPK2 interaction; O43353; CHO BLA complementation NOD2-RIPK2, CCF4 ratio; inhibition, % at 4.98 µM; 0.38% of 360,000 active; AID 624267; in the data active = inhibition above about 21%;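 note: 0% = vehicle only and 100% = reference blocker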
TROY NFkB inh – TROY signaling inhibition | Q293 LMP1-TROYcd NF-kB luciferase reporter, 4 h | AID 1347056 | inhibition, % at 10 µM | 0.98% of 360,000 active;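 active = compounds whose plate-normalised and pattern-corrected inhibition of the luciferase reporter signal at the single screening dose is 50% or more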
Granule exo inh – lytic granule exocytosis inhibition | inhibition, % at 10 µM | 0.66% of 360,000 active | TALL-104 LAMP-1 surface exposure, flow cytometry; cells stimulated with thapsigargin and PMA;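 active = inhibition above about 55%, limit read from the data; inconclusive = no clear call, values can overlap the other calls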
NCOA3 inh – human NCOA3 inhibition. Q9Y6Q9. HEK293 GAL4-SRC3 luciferase reporter, luminescence. inhibition, % at 3.6 µM. 0.17% of 360,000 active;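 active = inhibition above a per-campaign cutoff, the mean of all compounds plus 3 SD, cut at about 60% in these data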;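 note: 0% = DMSO-treated cells and 100% = gossypol-treated cells at 36 µM; higher means less SRC3-driven luciferase light from the GAL4 reporter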
TWEAK-Fn14 inh – inhibitors of TWEAK-Fn14 interaction signaling; TWEAK-stimulated Fn14 reporter cells, luciferase luminescence, 8 h; inhibition, % at 10 µM; 2% of 360,000 active; AID 1159606; in the data active = inhibition above about 50%
NCOA2 inhibitor – inhibits human steroid receptor coactivator 2 | Q15596 | HEK293 GAL4-SRC2 luciferase reporter, luminescence | inhibition, % at 9 µM | 0.17% of 370,000 active | AID 651957;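 active = inhibition above the mean inhibition of all tested compounds plus 3 SD, set per campaign, cut at about 52% in these data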;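 note: 0% = DMSO treated cells and 100% = cells given Gossypol at 36 µM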
NR2F2 inh – inhibitors of human COUP-TFII (NR2F2) | HEK293T NGFI-A luciferase reporter, luminescence | inhibition, % at 8.6 µM | 0.7% of 370,000 active | AID 686940;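 active = inhibition above a per-plate cutoff, mean inhibition of test wells between control levels plus 3 SD, cut at about 38% in these data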;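 note: cells cotransfected with COUP-TFII expression vector driving the NGFI-A reporter; 0% = median of COUP-TF2 test wells and 100% = reporter-only cells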
LRH-1 inv ag – NR5A2 inverse agonism in reporter assay; O00482; HEK293T StAR-luciferase reporter, LRH-1 transfected, 24 h; inhibition, % at 3.6 µM; 0.13% of 360,000 active;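 active = inhibition above the mean inhibition of all tested compounds plus 3 SD, cut at about 73% in these data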;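 note: 0% = DMSO wells and 100% = reporter-only cells lacking LRH-1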
TLR9-MyD88 block – inhibitors of human TLR9-MyD88 binding. 0.21% of 340,000 active. Q9NR96+Q99836. AID 504734. inhibition, % at 4.98 µM. CHO BLA complementation TLR9-MyD88, CCF4 FRET ratio;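 active = inhibition above the mean over all tested compounds plus 3 SD, cut at about 21% in these data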;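 note: 0% = DMSO only wells and 100% = clavulanate BLA inhibitor control wells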
NCOA1 inh – inhibits human SRC1 coactivator; inhibition, % at 3.6 µM; 0.12% of 360,000 active; Q15788; HEK293 GAL4-SRC1 luciferase reporter, luminescence;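 active = inhibition above the campaign mean plus 3 SD, with each screening campaign given its own cutoff, cut at about 60% in these data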;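 note: 0% = DMSO treated cells and 100% = gossypol at 36 µM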
Target sequence (Q15788 whole entry, looked up, the tested form may be a part): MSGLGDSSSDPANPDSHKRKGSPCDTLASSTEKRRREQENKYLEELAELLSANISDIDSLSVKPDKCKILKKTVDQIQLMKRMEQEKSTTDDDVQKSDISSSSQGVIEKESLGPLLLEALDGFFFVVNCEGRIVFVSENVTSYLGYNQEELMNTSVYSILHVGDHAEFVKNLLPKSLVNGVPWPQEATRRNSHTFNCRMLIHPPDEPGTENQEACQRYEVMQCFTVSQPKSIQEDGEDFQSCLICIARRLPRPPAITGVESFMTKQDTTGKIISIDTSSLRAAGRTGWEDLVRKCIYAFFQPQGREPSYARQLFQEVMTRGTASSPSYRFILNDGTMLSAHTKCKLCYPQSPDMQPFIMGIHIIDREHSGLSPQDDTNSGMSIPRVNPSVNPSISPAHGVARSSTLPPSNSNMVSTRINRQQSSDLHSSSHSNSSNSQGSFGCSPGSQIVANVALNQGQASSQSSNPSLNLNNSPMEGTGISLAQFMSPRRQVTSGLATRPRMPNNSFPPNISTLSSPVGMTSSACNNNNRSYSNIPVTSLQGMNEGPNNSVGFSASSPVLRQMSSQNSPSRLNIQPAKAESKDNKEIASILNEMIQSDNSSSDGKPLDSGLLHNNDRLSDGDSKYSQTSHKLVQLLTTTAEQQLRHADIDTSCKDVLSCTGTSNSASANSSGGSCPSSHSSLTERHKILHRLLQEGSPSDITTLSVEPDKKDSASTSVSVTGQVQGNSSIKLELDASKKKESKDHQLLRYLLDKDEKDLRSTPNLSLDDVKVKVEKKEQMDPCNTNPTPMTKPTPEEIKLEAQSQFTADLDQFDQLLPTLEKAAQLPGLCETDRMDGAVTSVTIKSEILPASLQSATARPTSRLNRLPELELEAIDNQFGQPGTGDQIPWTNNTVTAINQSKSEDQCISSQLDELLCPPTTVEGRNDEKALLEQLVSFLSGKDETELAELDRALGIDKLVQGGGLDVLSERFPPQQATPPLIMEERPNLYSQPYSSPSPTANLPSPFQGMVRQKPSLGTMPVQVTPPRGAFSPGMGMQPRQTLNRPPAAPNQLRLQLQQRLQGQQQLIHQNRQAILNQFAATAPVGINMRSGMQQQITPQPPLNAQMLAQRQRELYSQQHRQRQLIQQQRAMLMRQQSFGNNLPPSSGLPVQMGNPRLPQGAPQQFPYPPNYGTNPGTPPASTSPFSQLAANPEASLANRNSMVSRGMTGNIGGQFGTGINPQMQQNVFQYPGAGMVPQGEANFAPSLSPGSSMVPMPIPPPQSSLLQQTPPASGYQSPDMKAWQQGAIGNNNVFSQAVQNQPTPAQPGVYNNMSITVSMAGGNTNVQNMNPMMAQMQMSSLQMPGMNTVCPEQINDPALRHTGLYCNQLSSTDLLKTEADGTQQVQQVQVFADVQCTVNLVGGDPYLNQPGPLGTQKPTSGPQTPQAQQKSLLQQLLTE
Starred values were filed as active, the others as inactive; ? = inconclusive; / = no result given. The list is partial (hit frequency here may not be typical).

Structure	ABHD5 PLIN5 PPI	NOD2-RIPK2 inh	TROY NFkB inh	Granule exo inh	NCOA3 inh	TWEAK-Fn14 inh	NCOA2 inhibitor	NR2F2 inh	LRH-1 inv ag	TLR9-MyD88 block	NCOA1 inh
COc1ccccc1/C=C/CN1CCCCC1	2	-10	11	-6	5	-2	-24	-2	-15	3	4
CN(CCCC(=O)O)c1ccc(N=Nc2ccc([N+](=O)[O-])cc2)cc1	6	9	46	10	-38	37	-53	1	-46	-1	-56
Clc1ccc(Cn2ncc3c(N4CCOCC4)ncnc32)cc1	1	-8	15	-2	11	34	-7	2	8	5	0
COc1ccccc1-c1cc(C(=O)NCc2ccc(Cl)cc2)no1	-9	1	2	-5	-26	-8	-5	-4	-7	-13	14
CCOc1cc2[nH]c(=O)n(CCC(=O)NCCc3ccccc3)c(=O)c2cc1OCC	3	-1	8	0	10	14	5	-4	-10	11	-15
CC(=O)N1[C@H](Cc2ccccc2)C=C[C@]1(C)C(=O)NCCN1CCOCC1	0	-2	-13	32	2	-14	9	-14	-2	-5	0
CN1CCC(C2(O)c3ccccc3CCc3ccccc32)CC1	4	-7	47	-1	-14	19	-17	-22	-7	-5	-6
CC(=O)Nc1ccc(C(=O)N2CCCCC2c2cc(C(=O)Nc3ccccc3)no2)cc1 (stereo not given)	6	3	5	-2	1	-29	-9	1	10	/	6
CCN(CC)C(=O)c1ccccc1NC(=O)c1ccccc1C	-2	10	-3	-2	11	5	15	-5	-8	2	-9
O=C(OCn1nnc2ccccc2c1=O)c1cc(-c2ccccc2)nc2ccccc12	0	-5	-11	26	12	-7	22	2	13	-1	-15
CC(C)CNS(=O)(=O)c1ccc(CCC(=O)Nc2cc(Cl)ccc2Oc2ccccc2)cc1	-7	-2	22	0	15	49	-1	13	13	-1	3
O=C(CSc1nc2c(cnn2-c2ccccc2)c(=O)[nH]1)N1CCCCC1	3	-5	-20	-1	23	-3	-8	-6	26	-5	-13
COc1cnn(-c2ccc(C)cc2)c(=O)c1Cl	-10	-2	-30	-4	-16	-6	-34	-2	-10	-4	-38
COc1ccc(CCNC(=O)Cn2nnc(-c3cccc(OC)c3OC)n2)cc1OC	-2	-3	14	-1	12	6	-13	0	-35	-3	-11
Cc1ccn2c(/C=N/OCc3cccc(F)c3)c(-c3ccc(Cl)cc3)nc2c1	2	2	-13	-8	3	-1	3	-6	10	7	11
CCOc1ncccc1C(=O)OCC(=O)NC(=O)c1ccccc1	-4	-3	-8	3	-2	3	3	6	16	-6	-3
CC(Oc1ccc2c3c(c(=O)oc2c1)CCC3)C(=O)NCc1ccccn1 (stereo not given)	5	-6	-18	0	-2	-19	-2	12	-11	-15	-43
COc1ccccc1C(=O)NC(=O)COC(=O)Cc1ccc(F)cc1	2	-2	11	4	-14	3	-21	-11	12	-2	-7
NC(=O)[C@@H]1CC2(CC(c3cccc(NC(=O)[C@H]4CCC(=O)N4)c3)=NO2)CN1C(=O)COc1ccc(Cl)cc1 (stereo not given in full)	-2	-3	9	-8	-4	7	8	11	1	0	-13
Brc1ccc(OCCn2ccnc2)cc1	12	-2	-16	-2	5	-11	-6	-13	12	-4	2
O=C(c1ccc(CN2CCOCC2)cc1)N1CCN(c2ccccc2F)CC1	-2	2	-7	2	3	14	-17	-21	7	12	-3
CCCN1C2CCCC1CC(NC(=S)Nc1cccc(C)c1C)C2 (stereo not given)	-10	6	5	-2	14	-4	-4	-9	-6	-8	12
COc1ccc(-c2csc(C(C)(O)c3cccnc3)n2)cn1 (stereo not given)	-3	-1	-3	-2	-3	-6	-2	-5	25	/	-10
CCOc1ccc(N(Cc2cc3cc(OC)ccc3[nH]c2=O)S(C)(=O)=O)cc1	1	-2	-11	-3	-1	9	-17	-10	13	5	0
Cc1ccc(S(=O)(=O)N2CCCCC2)cc1NC(=O)COC(=O)Cc1ccc(Cl)cc1	0	-1	15	-3	16	-2	-31	7	-4	6	0
CN(C)C=NC(=O)c1ccc([N+](=O)[O-])c(CS(=O)(=O)c2ccc(Cl)cc2)c1	2	-1	25	-1	6	-4	-5	-6	-6	-12	8
COc1cc2ncnc(NCc3cccc(Cl)c3)c2cc1OC	5	2	1	-1	18	-10	16	2	5	-16	10
COc1ccc(N2CCN(C(=O)c3ccc(C)cc3Cl)CC2)cc1	0	-34	-13	-1	-4	-2	-12	10	7	-4	-46
O=C(CCn1c2c(c3ccccc31)CCCC2)NNC(=O)c1ccc([N+](=O)[O-])cc1	-6	2	-12	14	2	-11	-6	13	-10	-16	-39
Cc1ccc(CN2C(=O)CCC2C(=O)NC2CC2)cc1 (stereo not given)	3	0	-8	-2	4	-35	9	1	-10	-3	16
Nc1ncnc2c1ncn2[C@@H]1O[C@H](CNS(=O)(=O)CCCCl)[C@@H](O)[C@H]1O	-3	5	-12	-2	0	5	-11	6	-1	-8	1
CCc1nc(C)cn1S(=O)(=O)c1cc(Cl)c(OC)cc1Cl	7	-2	-31	-2	-33	2	-17	24	-12	3	-3
CCSc1ccc(C(=O)Nc2ccc(Br)cn2)cc1[N+](=O)[O-]	-6	-7	1	-5	-10	-36	-4	1	-16	4	-21
CC(=O)Nc1ccc(NC(C)=O)s1	-3	1	-14	0	14	2	14	1	1	-3	-14
O=c1c(/C=N/Nc2ccccc2)c(Sc2nnnn2-c2ccccc2)nc2ccccn12	0	6	32	2	-23	17	-35	-21	-9	2	-42
S=c1[nH]nc(-c2ccccc2)n1/N=C/C=C/c1ccco1	1	5	-15	-1	-5	6	17	0	-3	4	-2
CSCC[C@@H](C(=O)NCCCCCCCCCCC(=O)N1CCNCC1)n1cc(CCO)nn1	-2	-11	-18	-8	-33	6	0	6	4	-2	-12
N/C(=N\N=C\c1ccnc2ccccc12)SC1CC(=O)N(c2ccc(Br)cc2)C1=O (stereo not given)	4	-11	-2	5	9	-5	-3	7	11	-1	0
COc1ccc(NC(=O)CN(C)C(=O)c2ccc(S(=O)(=O)N3CCOCC3)cc2)cc1	4	-5	6	-3	5	1	-17	12	4	-6	6
COc1cccc(CC(=O)Nc2cccc3ccccc23)c1	5	-4	-3	-6	21	5	2	-4	-7	3	4
CC1(C)CC(=O)C(C=Nc2ccc(O)c(N=CC3=C(O)CC(C)(C)CC3=O)c2)=C(O)C1	-7	-6	-10	-1	-4	7	-32	12	0	-4	-21
Cc1c(C#N)c(NC(=O)C(C)C)n(Cc2ccccc2)c1C	-10	1	-1	-7	-7	14	23	-18	-8	-14	17
CCn1c(SC)nnc1-c1nnc(SC)n1CC	1	2	-5	1	10	-1	-32	-17	18	-8	-25
COc1ccc(-c2cn(-c3ccc(OC)cc3)c(=S)[nH]2)cc1	-24	4	-45	-8	-52	-10	-15	-10	-47	8	-65
COCc1nnc(NC(=O)CCCCCN2C(=O)c3ccccc3C2=O)s1	2	-3	19	-2	1	9	21	12	9	-1	-19
Cc1ccc(C(=O)COC(=O)c2ccc(Cl)c(N)c2)s1	-11	-5	-29	-3	-10	-11	-10	-8	-26	-3	-22
N#CC1=C(N2CCOCC2)/C(=C\c2ccccc2)CC1	-1	-3	13	0	-3	2	-4	17	46	-15	-15
CN(C(=O)COC(=O)CSc1ccc([N+](=O)[O-])cc1)c1ccccc1	0	10	10	-1	7	7	-34	10	31	-3	7
Cc1cc(C)n2nc(C(=O)OCC(=O)NC(=O)c3ccccc3)nc2n1	-5	6	8	3	4	-7	-2	0	0	-7	12
CC1C/C(=C/c2ccncc2)C(=O)/C(=C/c2ccncc2)C1 (stereo not given)	96*	6	66*	?	-24	100*	74*	87*	45	-2	-303
Cc1ccc(S(=O)(=O)N2C[C@H]3C(=O)C[C@@H](c4ccccc4)N(S(=O)(=O)c4ccc(Br)cc4)[C@H]3C[C@H]2c2ccccc2)cc1	-3	3	6	-1	29	-32	17	2	0	/	5
COc1cc([N+](=O)[O-])ccc1-c1ccc(/C=N/NC(=O)OC(C)(C)C)o1	5	-2	1	11	9	-9	-36	2	16	9	3
CCO[C@H]1OC(C(=O)N2CCOCC2)=C[C@@H](c2ccc3c(c2)OCO3)[C@@H]1CCCO	7	8	7	-1	-4	8	-6	-21	5	4	-10
Cc1cc(Br)ccc1NC(=S)Nc1cccc([N+](=O)[O-])c1	-2	0	-27	-1	14	15	4	-4	-22	-3	-11
CC(C)c1ccc(NC(=O)C2CC2c2ccccc2)cc1 (stereo not given)	-9	1	0	24	-44	-10	-12	-2	4	4	3
CN1CCCN(S(=O)(=O)c2ccc(Cl)c(Cl)c2)CC1	3	-5	3	-1	1	0	17	-10	19	1	12
CN1C(=O)C(C)(C)c2cc(S(=O)(=O)N(C)Cc3ccccc3)ccc21	3	-12	12	1	11	20	-2	-19	17	5	3
Cc1ccc(C(=O)c2cc3c(cc2[N+](=O)[O-])OCCO3)cc1	2	-13	-26	-2	-3	-32	3	-1	-5	1	-5
CN(CC(=O)Nc1ccccc1Cl)C(=O)c1cccc(S(=O)(=O)N2CCN(Cc3ccccc3)CC2)c1	10	-3	8	-2	24	15	10	48*	21	-6	4
CCCCN(C(=O)c1cc(-c2ccco2)nc2ccccc12)c1c(N)n(CCC)c(=O)[nH]c1=O	20	-8	10	4	-14	30	1	-7	-17	3	-13

2 of the compounds above, as labelled records:
CC(C)c1ccc(NC(=O)C2CC2c2ccccc2)cc1 (stereo not given)
  ABHD5 PLIN5 PPI = -9	NOD2-RIPK2 inh = 1	TROY NFkB inh = 0	Granule exo inh = 24	NCOA3 inh = -44	TWEAK-Fn14 inh = -10	NCOA2 inhibitor = -12	NR2F2 inh = -2	LRH-1 inv ag = 4	TLR9-MyD88 block = 4	NCOA1 inh = 3

Cc1cc(Br)ccc1NC(=S)Nc1cccc([N+](=O)[O-])c1
  ABHD5 PLIN5 PPI = -2	NOD2-RIPK2 inh = 0	TROY NFkB inh = -27	Granule exo inh = -1	NCOA3 inh = 14	TWEAK-Fn14 inh = 15	NCOA2 inhibitor = 4	NR2F2 inh = -4	LRH-1 inv ag = -22	TLR9-MyD88 block = -3	NCOA1 inh = -11

Continuation:
Structure	ABHD5 PLIN5 PPI	NOD2-RIPK2 inh	TROY NFkB inh	Granule exo inh	NCOA3 inh	TWEAK-Fn14 inh	NCOA2 inhibitor	NR2F2 inh	LRH-1 inv ag	TLR9-MyD88 block	NCOA1 inh
CC(=O)C1=C(c2ccccc2)NC(=O)NC1c1cccs1 (stereo not given)	-6	-2	-1	5	-4	12	-14	-6	2	3	0
CCNc1nc(NC(C)C)nc(Oc2ccc(=O)n(C)n2)n1	5	3	-3	15	20	-7	-17	11	-20	-4	-3
CCN(CCO)C(=O)c1ccc2nc(Cc3cccc(Cl)c3)oc2c1	-6	4	4	-4	11	-17	-36	-4	-9	-6	2
CC(C)[C@H](NC(=O)N1CCn2c1nc1ccccc12)C(=O)N[C@H](Cc1ccccc1)C(=O)O	9	-1	-8	-7	20	9	23	3	-6	11	-15
COc1cccc(N2C(=NC(=O)CCC3CCCC3)SC3CS(=O)(=O)CC32)c1 (stereo not given)	-10	-1	4	24	-17	-24	-14	-25	-10	2	16
N#CC1=C(SCc2ccccc2)NC(=O)C(C#N)C12CCCC2 (stereo not given)	9	0	3	-1	-2	12	5	0	12	6	2
CC1=C(C(=O)N(C)C)C(c2cccc(Cl)c2)NC(=O)N1 (stereo not given)	0	5	-2	2	8	12	-26	-1	-9	1	-8
CN(C)C(=O)CSc1ccc(S(=O)(=O)N2CCCC2)cn1	4	-12	-7	7	8	-12	17	-36	6	3	2
